BoNT F protease – blocks Botulinum neurotoxin F light chain protease. Multiplex microsphere protease cleavage assay, flow cytometry. inhibition, % at 10 µM. hit rate 0.22% among 360,000. AID 588497; in the data active = inhibition above about 35%, passing the limit was not always enough; inconclusive = no clear call, values can overlap the other calls; note: plate controls were buffer without enzyme for full effect and enzyme alone for no effect
BoNT-A LC inh2 – blocks Botulinum neurotoxin A light chain protease; multiplex microsphere protease substrate cleavage, flow cytometry; inhibition, % at 10 µM; hit rate 0.17% among 360,000; AID 588499; note: plate controls were buffer without enzyme for full effect and enzyme alone for no effect
Anthrax LF prot – blocks Bacillus anthracis lethal factor protease; P15917; multiplex microsphere protease cleavage assay, LF; inhibition, % at 10 µM; hit rate 0.12% among 360,000; note: plate controls were buffer without enzyme for full effect and enzyme alone for no effect
Target sequence (P15917 whole entry, looked up): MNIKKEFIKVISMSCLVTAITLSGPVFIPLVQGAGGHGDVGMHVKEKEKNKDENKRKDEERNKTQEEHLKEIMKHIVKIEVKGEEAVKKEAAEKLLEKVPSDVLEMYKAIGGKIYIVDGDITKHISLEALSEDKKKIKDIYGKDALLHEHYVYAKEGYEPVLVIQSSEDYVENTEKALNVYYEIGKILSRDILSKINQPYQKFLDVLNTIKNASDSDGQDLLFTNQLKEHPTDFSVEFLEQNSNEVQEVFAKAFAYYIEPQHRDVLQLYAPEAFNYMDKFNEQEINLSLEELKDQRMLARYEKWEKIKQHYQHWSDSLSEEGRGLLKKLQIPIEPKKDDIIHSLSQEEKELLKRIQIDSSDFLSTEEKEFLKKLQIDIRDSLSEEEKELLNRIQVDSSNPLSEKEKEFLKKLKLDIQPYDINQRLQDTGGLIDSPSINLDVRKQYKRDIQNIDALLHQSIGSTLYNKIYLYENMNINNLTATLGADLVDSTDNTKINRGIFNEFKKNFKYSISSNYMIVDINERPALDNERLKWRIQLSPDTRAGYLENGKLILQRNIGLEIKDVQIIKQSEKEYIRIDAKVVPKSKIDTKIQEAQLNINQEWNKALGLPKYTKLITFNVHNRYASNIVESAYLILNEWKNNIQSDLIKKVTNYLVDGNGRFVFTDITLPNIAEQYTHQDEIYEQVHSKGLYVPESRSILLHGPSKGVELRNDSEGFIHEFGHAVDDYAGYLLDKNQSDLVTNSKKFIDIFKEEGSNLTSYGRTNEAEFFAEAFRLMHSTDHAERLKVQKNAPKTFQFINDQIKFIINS
CCHF vOTU inh – CCHFV vOTU protease inhibition; hit rate 0.55% among 370,000; AID 651958; Pep-AMC fluorescence; inhibition, % at 11.5 µM; in the data active = inhibition above about 30%; note: 0% = vehicle wells with enzyme and 100% = no enzyme wells
PfHsp40 yeast – compounds rescuing yeast from Plasmodium falciparum HSP40 toxicity; S. cerevisiae expressing PfHsp40, growth rescue, ATP luminescence; growth rescue, % at 12.5 µM; hit rate 0.68% among 340,000; in the data active = growth rescue above about 28%, passing the limit was not always enough; inconclusive = no clear call, values can overlap the other calls;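 note: yeast W303a lacking pdr1 and pdr3 grown in galactose medium; growth measured after three days at 30 °C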
TcdB inh – TcdB glycohydrolase inhibition; TcdB glycohydrolase enzymatic assay, plate reader; inhibition, % at 9.99 µM; hit rate 0.24% among 350,000; in the data active = inhibition above about 10%
Y pestis TopoI – Y. pestis Topo-I inhibition via cleavage products. Y. pestis Topo-I cleavage product accumulation, plate reader. activity, % at 10 µM. hit rate 0.064% among 360,000; in the data active = activity above about 50%, passing the limit was not always enough; inconclusive = no clear call, values can overlap the other calls; note: inactives centre near 2
FadD28 FP inh – M. tuberculosis FadD28 bisubstrate binding inhibition | FadD28 bisubstrate probe binding, fluorescence polarization | inhibition, % at 12.5 µM | hit rate 0.22% among 360,000 | AID 588549; in the data active = inhibition above about 8.5%, passing the limit was not always enough; inconclusive = no clear call, values can overlap the other calls
PrPC TRFRET – cell surface PrPC inhibition, primary TR-FRET screen | TR-FRET read-out | hit rate 0.43% among 370,000 | AID 720596 | inhibition, % at 13.8 µM; in the data active = inhibition above about 24%; note: 0% = median of the test wells and 100% = reference compound wells
* = called active by the depositor; ? = inconclusive; / = not tested or not shown. Cut-off read from the data, not from the text of the source, unless noted: active = inhibition above about 30%; inconclusive = no clear call, values can overlap the other calls; inactive = below that.

SMILES	BoNT F protease	BoNT-A LC inh2	Anthrax LF prot	CCHF vOTU inh	PfHsp40 yeast	TcdB inh	Y pestis TopoI	FadD28 FP inh	PrPC TRFRET
CCN(CC)S(=O)(=O)c1ccc(N2CCOCC2)c(NC(=O)C2CC2)c1	-3	4.6	2	-5	0.6	1.7	6	-4.3	-1
O=C1N/C(=N\N=C\c2ccccn2)SC1Cc1cccc(SC(F)F)c1 (configuration not stated)	-12	-0.9	-1	3	0.2	/	8	-2.2	3
COc1ccccc1N1CCN(C(=O)c2ccccc2SCC(=O)NCc2ccco2)CC1	10	4.4	5	9	-1.1	0.8	26	0.0	1
CN1CCN(c2ccc(C=O)cc2)CC1	-1	1.4	2	15	-0.9	/	11	-0.7	-1
N#Cc1c(-c2ccco2)nc(SCC(=O)Nc2cccc(Cl)c2)[nH]c1=O	-5	-0.6	-3	12	-1.3	/	-9	-3.9	78*
COc1ccc(C2CC(c3ccccc3)=NN2C(=O)COC(=O)c2cccc(S(=O)(=O)N(C)C)c2)cc1 (configuration not stated)	6	-0.6	2	9	-2.0	1.4	31	-1.3	3
Cc1cc(F)ccc1-c1cc(C(=O)NCc2cccs2)[nH]n1	5	0.2	-1	3	/	1.7	10	-3.3	-5
O=C(NCc1cccc(Cl)c1)c1cccc(OC2CCN(C(=O)C3CC3)CC2)c1	2	0.0	2	-3	0.3	-0.4	29	-3.1	4
Nc1nc(CN2CCN(C(c3ccccc3)c3ccccc3)CC2)nc(Nc2ccccc2)n1	?	?	6	-9	0.1	-2.4	-4	-0.9	1
CC(C)N1CCC1(C)C(=O)Nc1ccccc1OC(F)F (configuration not stated)	0	-0.4	0	-20	/	-9.2	-8	-2.7	0
CCOc1ccccc1NC(=O)c1cc(Cl)ccc1NC(=O)c1ccco1	11	8.2	-12	14	0.7	/	5	-1.5	0
Cc1cc(C(=O)OCC(=O)c2ccccc2)c2ccccc2n1	-11	1.3	5	8	-0.1	1.7	18	-2.8	-7
Cc1cc(C(=O)CSc2nnc(-c3ccccc3F)o2)c(C)n1Cc1cccs1	0	-0.5	-1	2	0.4	/	21	-3.0	0
CN(C)c1nc(N)nc(CSc2nnnn2-c2ccc(F)cc2)n1	2	0.0	1	0	0.7	0.6	-2	-0.4	2
CCn1c(Cc2c(C)[nH]c3ccccc23)n[nH]c1=S	16	-0.5	-3	-13	-1.5	/	6	-0.6	-7
CN(C)CCCn1c(=S)[nH]c2sc3c(c2c1=O)CCCC3	7	1.5	-2	5	-0.7	-0.2	0	-1.0	-6
C=C1CSc2nc3ccccc3c(=O)n21	-5	-0.7	-13	4	1.5	/	6	0.2	0
CCN1CCN(c2ncnc3scc(-c4ccc(OC)cc4)c23)CC1	2	-2.4	-2	2	-0.2	0.1	4	-2.7	-4
COc1ccc(C(=O)NC2=NCCS2)c(OC)c1	-10	-4.5	-4	-6	2.8	1.2	13	-4.4	1
C=CCNC(=O)CSc1nnc(-c2cccs2)o1	0	-0.3	-2	-1	-1.8	/	5	-1.1	-7
CCNC(=O)N1C(=O)C2(OCCO2)c2cc(Br)ccc21	6	1.7	-3	9	-0.2	/	-3	0.4	-2
COC(=O)c1ccc(Oc2nc(C)cc(Oc3ccccc3)n2)cc1	-5	-0.1	1	3	1.8	/	21	-0.4	7
COCCN(C(=O)c1oc2ccccc2c1COC)c1c(N)n(CC(C)C)c(=O)[nH]c1=O	-6	-0.5	-10	8	2.4	-1.1	7	1.0	4
COc1ccc(C(O)c2nc(-c3ccc(N(C)C)cc3)cs2)cc1 (configuration not stated)	1	0.0	-3	16	/	-1.8	4	-1.7	11
CCc1cc(=O)oc2cc(C)cc(OCC(=O)NCCN3CCOCC3)c12	1	-1.0	-6	6	0.1	-0.2	5	-0.9	-7
CC1=CC(C)C(/C=N/n2cnnc2)C(C)C1 (configuration not stated)	-1	-0.3	-1	1	-0.5	/	-5	-0.9	6
C=CC[C@H](CC(=O)N(CCO)Cc1ccccc1)C(=O)N[C@H](COC(=O)[C@@H](CC=C)Cc1ccc(F)cc1)Cc1ccccc1	-7	0.6	2	10	3.5	-3.0	16	-5.2	-6
Cc1cc(C)cc(NC(=O)CN2CCN(CCN=CC3=C(O)CC(c4ccc(Cl)cc4)CC3=O)CC2)c1 (configuration not stated)	-2	1.1	0	-3	0.1	0.0	26	-5.0	-2
COc1ccccc1C=NN=C1c2ccccc2-c2ccccc21	-15	-0.6	-11	12	-0.1	2.0	-2	-1.2	-3
COc1cc(NC(=O)CNc2cccc(S(=O)(=O)N3CCCC3)c2)cc(OC)c1	4	3.1	0	5	-0.8	0.4	0	-4.4	0

Profiles, quoted from the list. Screens in order: BoNT F protease, BoNT-A LC inh2, Anthrax LF prot, CCHF vOTU inh, PfHsp40 yeast, TcdB inh, Y pestis TopoI, FadD28 FP inh, PrPC TRFRET
COc1cc(NC(=O)CNc2cccc(S(=O)(=O)N3CCCC3)c2)cc(OC)c1 is listed as 4, 3.1, 0, 5, -0.8, 0.4, 0, -4.4, 0
COC(=O)c1ccc(Oc2nc(C)cc(Oc3ccccc3)n2)cc1 is listed as -5, -0.1, 1, 3, 1.8, /, 21, -0.4, 7
CCOc1ccccc1NC(=O)c1cc(Cl)ccc1NC(=O)c1ccco1 is listed as 11, 8.2, -12, 14, 0.7, /, 5, -1.5, 0

Later entries:
SMILES	BoNT F protease	BoNT-A LC inh2	Anthrax LF prot	CCHF vOTU inh	PfHsp40 yeast	TcdB inh	Y pestis TopoI	FadD28 FP inh	PrPC TRFRET
Nc1cccc(C(=O)NCCNC(=O)c2cccc(N)c2)c1	30	0.2	0	8	-1.3	-0.5	-3	-1.0	-7
Nc1cc(=O)[nH]c(=O)n1Cc1ccco1	15	-0.6	-4	-4	-1.8	/	3	-0.2	4
CC12CCC(C(=O)NNC(=O)c3ccc(F)cc3)(OC1=O)C2(C)C (configuration not stated)	8	0.6	4	-6	-1.0	0.1	7	-3.5	5
CC(NC(=O)c1ccccc1)C(=O)OCC(=O)c1c(N)n(C)c(=O)n(C)c1=O (configuration not stated)	/	/	/	7	1.4	0.1	-6	-2.1	2
O=C(CNC(=O)OCc1ccccc1)NC1CCCCCCC1	-9	-1.1	-2	25	1.3	/	6	0.9	9
CC(CN1CCOCC1)OC(=O)Cc1ccc(Cl)cc1 (configuration not stated)	18	2.1	-2	-11	-0.7	1.9	-4	2.5	5
COC(=O)CSc1nnc(SCc2ccc(OC)cc2)s1	7	0.4	3	-9	-0.1	/	5	-1.2	-3
COc1ccc(NC(=O)CN(C)C(=O)c2cccc(S(=O)(=O)Nc3ccc(OC)cc3)c2)cc1	1	0.1	3	11	-0.4	-5.5	5	-1.5	3
COc1ccc(S(=O)(=O)N2CCC(C(=O)NCc3ccco3)CC2)cc1	15	0.9	11	-13	0.2	/	3	-4.5	-6
COc1cc(C(=O)Oc2ccc3ccc(O)cc3c2)cc(OC)c1OC	-19	3.8	5	-6	-0.1	4.6	10	-4.4	1
Cc1ccc(OCc2cc(C(=O)NCc3cn4ccccc4n3)no2)cc1C	-7	-1.1	-3	9	0.4	0.0	25	-0.6	43*
Cc1ccccc1S(=O)(=O)NC(=O)C1(C)CCN1C(=O)CCc1ccccc1 (configuration not stated)	-2	0.1	-10	9	/	-0.4	9	0.1	-5
COc1cccc(CN2CCNC(=O)C2CC(=O)O)c1OC (configuration not stated)	9	-0.1	-5	1	2.7	1.3	2	-2.7	7
O=[N+]([O-])c1ccc2c(c1)nc1n2CCN(c2ccccc2)C1	-4	-0.7	0	-4	0.0	1.0	-3	-5.6	-22
CCOC(=O)NC1(Nc2ccc(C)cc2)Oc2ccccc2O1	2	0.1	0	4	0.3	0.0	1	-4.2	3
COC(=O)C1C(O)=CC(=O)CC1C (configuration not stated)	3	1.6	0	1	0.5	/	5	0.2	-4
COC(=O)/C(N=Nc1c(C)n(C)n(-c2ccccc2)c1=O)=C(\C)O	-2	0.1	1	25	-0.8	/	1	0.2	-10
C(=N\N=C\c1ccccc1)/c1ccccc1	-2	-0.3	-1	3	-2.4	0.6	0	-1.6	5
CC(=O)Nc1ccc(NC(=O)c2csc([C@@H]3C[C@H](O)[C@@H](CO)O3)n2)cc1	-6	0.0	-8	-5	/	0.8	3	0.2	3
O=C(CSc1nnnn1CCCO)Nc1ccc2c(c1)OCO2	1	-0.4	-6	-7	-0.7	-0.3	-12	-2.3	6
Cc1ccc2nc(-c3ccccc3)cn2c1	-4	-0.2	-4	5	-4.9	/	-3	-4.2	3
CC1CCN(C(=O)c2ccc(Br)c(S(=O)(=O)N3CCOCC3)c2)CC1	9	1.1	-1	15	0.3	0.2	1	0.0	-2
O=C(Oc1c(-c2ccccc2)oc2ccccc2c1=O)c1ccccc1	-2	-0.4	1	-12	-0.2	/	0	-1.3	-3
Cc1cccc(C)c1NC(=O)c1ccc(-n2cncn2)nc1	11	0.5	2	3	0.1	/	-7	-0.2	2
CCCC(=O)Nc1nnc(C2CCCO2)s1 (configuration not stated)	-4	-0.4	-3	4	1.5	0.5	-9	-1.6	3
COc1ccccc1/C=C/C(=C1/C(=O)N(c2ccccc2)N=C1C)c1ccc(C)cc1	-36	0.0	-7	11	-0.5	/	-13	1.4	9
Cc1ccc(S(=O)(=O)N2CCN(C(=O)[C@H](Cc3ccccc3)NC(=O)c3ccco3)CC2)cc1C	4	3.8	0	11	-1.2	-0.1	23	-3.4	1
Cc1ccccc1OCC(=O)NNC(=O)CN1C(=O)c2ccccc2C1=O	-7	-0.2	1	6	-1.3	/	-6	-3.8	-1
Cn1cccc1/C=N/N1CCN(Cc2ccccc2Cl)CC1	?	4.7	-4	0	1.3	-2.1	-4	-2.8	11

Filtered by structure: those above containing an aryl thioether with sulfur outside any ring (8)
SMILES	BoNT F protease	BoNT-A LC inh2	Anthrax LF prot	CCHF vOTU inh	PfHsp40 yeast	TcdB inh	Y pestis TopoI	FadD28 FP inh	PrPC TRFRET
O=C1N/C(=N\N=C\c2ccccn2)SC1Cc1cccc(SC(F)F)c1 (configuration not stated)	-12	-0.9	-1	3	0.2	/	8	-2.2	3
COc1ccccc1N1CCN(C(=O)c2ccccc2SCC(=O)NCc2ccco2)CC1	10	4.4	5	9	-1.1	0.8	26	0.0	1
N#Cc1c(-c2ccco2)nc(SCC(=O)Nc2cccc(Cl)c2)[nH]c1=O	-5	-0.6	-3	12	-1.3	/	-9	-3.9	78*
Cc1cc(C(=O)CSc2nnc(-c3ccccc3F)o2)c(C)n1Cc1cccs1	0	-0.5	-1	2	0.4	/	21	-3.0	0
CN(C)c1nc(N)nc(CSc2nnnn2-c2ccc(F)cc2)n1	2	0.0	1	0	0.7	0.6	-2	-0.4	2
C=CCNC(=O)CSc1nnc(-c2cccs2)o1	0	-0.3	-2	-1	-1.8	/	5	-1.1	-7
COC(=O)CSc1nnc(SCc2ccc(OC)cc2)s1	7	0.4	3	-9	-0.1	/	5	-1.2	-3
O=C(CSc1nnnn1CCCO)Nc1ccc2c(c1)OCO2	1	-0.4	-6	-7	-0.7	-0.3	-12	-2.3	6
